Assay outcomes: PubChem, Broad Institute
Xi reactivation – reactivates the inactive X chromosome in mouse fibroblasts. XiGFP mouse fibroblasts, % GFP-positive cells imaging, 3 d; cells co-treated with 5-aza-dC sensitizer; scaled so ellipticine positive control = 100%. activation, % at 7.58 µM. 360,000 compounds, 0.055% hits;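 active means mean normalized replicate activation at least 10% and every replicate at or above 10%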;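 further: 0% = median of on-plate neutral control wells and 100% = ellipticine 6 µM median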
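System: XiGFP fibroblasts, SV40-immortalized. Medium: DMEM plus 5-aza-dC sensitizer. Doses: single point. Timing: 3 d treatment, 15 min room-temperature fixation. Control set: ellipticine 6 µM.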
GSIS activator – GLuc luminescence reporter in INS-1E cells, primary screen for activators of glucose-dependent secretion of insulin | INS-1E GLuc reporter insulin secretion, 2-3 h | activation, % at 16.6 µM | 370,000 compounds, 0.61% hits;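 active means lowest replicate activation of at least 40%, so every replicate reaches that level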;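 further: 0% = median of neutral control wells and 100% = median of IBMX positive control wells; some compounds called inactive have numbers as strong as hits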
esBAF inh – SWI/SNF esBAF complex inhibition | mouse ES cells, Bmi1-luciferase knock-in reporter, 24 h; 100% = twice the neutral-well signal | reporter increase, % at 12.5 µM | 350,000 compounds, 2% hits; in the data active means activation above about 40%;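 further: 0% = median of the plate's neutral control wells and 100% = double that signal; a rise in the Bmi1 reporter signal indicates esBAF inhibition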
ARNT TACC3 PPI – ARNT/TACC3 interaction disruption | Q9Y6A5 | AlphaScreen His-ARNT PAS-B/GST-TACC3 binding, luminescence; TACC3 fragment carries E629A point mutation | inhibition, % at 9.99 µM | 390,000 compounds, 0.66% hits | AID 623870;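 active means mean inhibition of replicates at least 50% and at least half of replicates each reaching 50%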;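 further: 0% = complete ARNT plus TACC3 wells and 100% = ARNT alone without TACC3; many hits fall short of the cut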
RAD52 inh – inhibitors of human RAD52 DNA annealing | 360,000 compounds, 0.46% hits | inhibition, % at 18.7 µM | recombinant RAD52 DNA annealing, FRET fluorescence | AID 651710 | P43351;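 active means every replicate showing at least 50% inhibition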
Target sequence (P43351 whole entry, looked up): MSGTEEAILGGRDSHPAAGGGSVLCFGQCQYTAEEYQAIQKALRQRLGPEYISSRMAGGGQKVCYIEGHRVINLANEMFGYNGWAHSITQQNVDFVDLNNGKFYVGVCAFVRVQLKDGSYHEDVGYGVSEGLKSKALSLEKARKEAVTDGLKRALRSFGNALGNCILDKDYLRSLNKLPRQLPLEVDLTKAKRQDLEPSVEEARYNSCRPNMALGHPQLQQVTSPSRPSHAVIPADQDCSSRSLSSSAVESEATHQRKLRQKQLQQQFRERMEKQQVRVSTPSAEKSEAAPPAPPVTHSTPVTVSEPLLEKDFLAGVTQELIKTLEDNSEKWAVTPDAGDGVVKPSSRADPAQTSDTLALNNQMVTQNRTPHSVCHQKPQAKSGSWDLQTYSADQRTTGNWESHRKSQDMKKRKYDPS
F508del corr – CFTR F508del correction in bronchial cells; AID 720511; CFBE cells, YFP halide quenching; stimulated with forskolin plus potentiator P3; % fluorescence drop versus neutral controls; activity (quench increase), % at 7.58 µM; 350,000 compounds, 0.36% hits;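 active means mean added fluorescence quench of at least 8% versus neutral control, with both replicates also reaching 8%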;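 further: cells transiently co-express mutant CFTR-F508del with the halide-sensitive YFP; corrector assay measuring rescue of mutant channel to the surface after 24 h compound exposure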
ERAP1 HTS inh – blocks human ERAP1 aminopeptidase activity. AID 652197. 340,000 compounds, 0.15% hits. inhibition, % at 10.7 µM. recombinant ERAP1, Leu-AMC fluorescence, 60 min;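 active means mean replicate inhibition of at least 30%, or all replicates individually reaching that 30% level; inactive means mean below 30% and not every replicate reaching it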;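 further: 0% = neutral control wells and 100% = L-leucinethiol positive control wells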
RAD54 branch – inhibitors of human RAD54 branch migration; Q92698; RAD54 Holliday junction branch migration, FAM/BHQ fluorescence; inhibition, % at 10.4 µM; 360,000 compounds, 0.14% hits;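 active means mean normalized replicate activity at least 40 and at least half of replicates scoring 40 or more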;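 further: 0% = median of neutral control wells and 100% = median of positive control wells; inhibitors cause a drop in the FAM fluorescence signal; in these data hits start at about 50%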
Starred values were filed as active, the others as inactive; nt = no result given. Rows were taken by chance; about 3.3% have a hit in one of these screens.

SMILES	Xi reactivation	GSIS activator	esBAF inh	ARNT TACC3 PPI	RAD52 inh	F508del corr	ERAP1 HTS inh	RAD54 branch
Cc1cc(NC(=O)c2cc(-c3cccc(Cl)c3)on2)no1	nt	125*	11	-2	nt	nt	nt	14
Cc1ccc(S(=O)(=O)c2nc(NN(C)C)sc2Cl)cc1	-0.1	-29	nt	5	-19	1.4	-2	nt
Cc1ccc(NS(=O)(=O)c2ccc(C(=O)NCCCN3CCOCC3)cc2)cc1	0.4	3	0	0	1	3.6	-5	4
Cc1nn(C)c(N)c1[N+](=O)[O-]	0.1	12	nt	-7	-3	-0.3	-2	nt
COc1ccc(CC(=O)NNC(=O)c2nn(Cc3ccccc3)c(=O)c3ccccc23)cc1OC	0.2	18	0	-23	-10	-1.8	5	nt
Cc1noc(C)c1NC(=O)Nc1ccc2c(c1)C(=O)N([C@H](C)CO)C[C@@H](C)[C@H](CN(C)Cc1ccc(C(=O)O)cc1)OCCCC[C@@H](C)O2	-0.9	-2	6	0	nt	2.2	nt	10
O=C(OCC(=O)N1CCCCCC1)c1cnc(Cl)c(Cl)c1	0.1	-2	-1	19	-14	1.6	1	-4
CS(=O)(=O)c1ccc(C(=O)Nc2cccc(-c3nc4ccccc4[nH]3)c2)cc1	0.0	-2	1	3	-6	1.7	0	-5
O=c1cc(-c2ccsc2)oc2cc(-c3ccc4c(c3)OCO4)ccc12	0.1	13	-2	15	-18	-2.6	nt	-11
CCOc1ccccc1N1CC(C(=O)Nc2cccc(S(=O)(=O)N3CCCCC3)c2)CC1=O (stereo unspecified)	-0.1	-38	-1	4	-16	-0.7	0	10
Cc1cc(C)cc(NC(=O)CN(C)CC(=O)N(CC(C)C)c2c(N)n(CC(C)C)c(=O)[nH]c2=O)c1	-0.1	-15	5	nt	-3	-0.8	0	-7
O=C(NCCCN1CCCCCC1)c1ccc2c(Cl)c3c(nc2c1)CCCC3	0.0	9	nt	1	33	-0.9	7	nt

One compound at a time, as listed above. Order of values: Xi reactivation, GSIS activator, esBAF inh, ARNT TACC3 PPI, RAD52 inh, F508del corr, ERAP1 HTS inh, RAD54 branch
Listed for `Cc1nn(C)c(N)c1[N+](=O)[O-]` = 0.1, 12, nt, -7, -3, -0.3, -2, nt
Listed for `Cc1noc(C)c1NC(=O)Nc1ccc2c(c1)C(=O)N([C@H](C)CO)C[C@@H](C)[C@H](CN(C)Cc1ccc(C(=O)O)cc1)OCCCC[C@@H](C)O2` = -0.9, -2, 6, 0, nt, 2.2, nt, 10

More records:
SMILES	Xi reactivation	GSIS activator	esBAF inh	ARNT TACC3 PPI	RAD52 inh	F508del corr	ERAP1 HTS inh	RAD54 branch
O=C(OCC(=O)N1CCc2ccccc21)c1ccc([N+](=O)[O-])o1	0.0	-34	-13	0	1	-0.8	-2	5
CC(NC(=O)C1CCN(C(=O)Nc2ccccc2)CC1)c1ccc(Cl)cc1 (stereo unspecified)	0.0	-37	1	-23	5	5.2	-1	3
CCCCn1c(N)c(N(CC(C)C)C(=O)CCNC(=O)c2ccccc2Cl)c(=O)[nH]c1=O	0.0	2	-5	0	-15	1.2	4	nt
OCCCNc1ncnc2[nH]ncc12	0.3	29	-7	nt	-2	-0.4	2	0
CC1Cc2ccccc2N1CC(=O)NC(=O)NC1CCCCC1 (stereo unspecified)	0.0	15	nt	nt	-11	-4.3	-2	nt
CCOC(=O)c1cccnc1SCC(=O)Nc1ccc(C)cc1	0.3	-9	nt	7	-14	-4.0	0	nt
COc1cc(/C=N/NC(=O)c2ccncc2)ccc1OCc1cnc(Cl)s1	0.1	6	19	-19	-11	-1.4	0	9
CC(C)C(=O)N1CCN(c2ccc(NC(=O)COc3ccccc3[N+](=O)[O-])cc2)CC1	0.0	-6	nt	5	-13	-4.7	8	-3
Cc1ccc(S(=O)(=O)N[C@H]2CC[C@@H](CC(=O)NCc3ccncn3)O[C@@H]2CO)cc1	0.3	7	2	6	-1	1.0	0	-7
O=C(Nc1ccccc1)c1cc(C2CCCN(C(=O)OCc3ccccc3)C2)on1 (stereo unspecified)	-0.1	nt	20	nt	-13	1.9	1	3
CN(C)C(=O)N1CCC(C(=O)NCc2ccc(F)cc2)CC1	0.0	nt	-3	-8	-4	-1.2	4	-1
CCOc1ccccc1N1CCN(C(=S)Nc2ccc(S(=O)(=O)Nc3ncccn3)cc2)CC1	-0.1	15	0	0	-19	-0.5	-1	5
N#C[C@H]1[C@H](c2ccccc2C2=CCCCC2)[C@H](CO)N1S(=O)(=O)c1ccccc1	0.0	6	nt	nt	-3	0.0	0	nt
Cc1sc2ccccc2c1CNC[C@H]1O[C@@H](n2ccc(=O)[nH]c2=O)[C@H](O)[C@@H]1O	0.0	10	-7	nt	-3	0.5	-1	-4
O=C(NCCCn1ccnc1)/C(=C/c1ccccc1)NC(=O)c1ccccc1	-0.1	7	5	15	-11	-0.9	4	nt
O=C(c1ccccc1)N1CC(=O)N2[C@H](CO)[C@@H](c3ccc(C#Cc4ccccc4)cc3)[C@@H]2C1	0.1	-14	nt	nt	-6	1.3	1	nt
COC(=O)c1cc(N2CCNCC2)nc2ccccc12	-0.1	7	2	6	-21	1.8	12	23
COc1cccc(-c2cc3c(c4c2ccn4C)C2CCC3C2)c1 (stereo unspecified)	0.0	-4	-6	nt	-9	3.3	14	-3
Cc1ccc(NC(=O)C(C)OC(=O)c2ccc(NC(=O)CC#N)cc2)cc1S(=O)(=O)N1CCOCC1 (stereo unspecified)	0.1	8	nt	3	-23	-0.7	1	-1
C[C@@H]1CCCCO[C@H](CN(C)S(=O)(=O)c2ccc(F)cc2)[C@H](C)CN([C@@H](C)CO)C(=O)c2cc(NS(=O)(=O)c3cccs3)ccc2O1	-1.1	-20	2	-2	-35	-2.0	3	6
Cc1ccc(-c2cc3nc(NCCc4ccncc4)n(C)c(=O)c3s2)cc1	-0.1	6	16	nt	2	2.5	-1	-11
Cc1ccccc1C(=O)NC1CCN(CC(=O)NCc2ccccc2)CC1	0.5	3	-5	-1	-9	-1.9	2	2
Cc1ccc(NC(=O)Cc2nnc(SCC(=O)c3ccc(Br)cc3)n2C)cc1	nt	-38	-4	-21	nt	nt	nt	-4
NC1=NC(=O)C(Cc2cccc(Cl)c2Cl)S1 (stereo unspecified)	0.0	2	nt	nt	-12	0.9	5	-2
O=C(Nc1c(Cl)cccc1Cl)c1cc(-c2ccco2)on1	0.3	11	31	-7	-21	-1.5	4	-2
Cn1cc(Br)c(C(=O)NC(=S)Nc2ccc(S(N)(=O)=O)cc2)n1	0.0	5	nt	10	-24	4.6	1	nt
O=S(=O)(Cc1ccccc1)N(O)c1ccccc1	0.0	-25	-1	-2	-1	0.9	-4	-1
COc1ccc(CN(C)C[C@@H]2Oc3ccc(NC(=O)CCN4CCOCC4)cc3C(=O)N([C@H](C)CO)C[C@@H]2C)cc1	0.0	10	-3	-7	-11	0.9	0	-18
O=C1NC[C@H](Cc2ccc(O)cc2)N(C[C@@H]2CCCN2C[C@H](Cc2ccccc2)N2C[C@H](Cc3ccc(O)cc3)N(CCc3ccccc3)C(=O)C2=O)C1=O	0.0	13	nt	nt	-12	0.8	1	nt
CCOC(=O)c1ccc(CNC(=O)c2n[nH]c(=O)c3ccccc23)o1	nt	33	-8	0	nt	nt	nt	-5
Cc1ccc(S(=O)(=O)Cc2ccc(C(=O)N3CCCC3)o2)cc1	0.1	14	-1	-2	-20	3.8	nt	-4
CC(C)c1ccc(OCCCN2CCC(C(O)(c3ccccc3)c3ccccc3)CC2)cc1	0.0	nt	nt	nt	7	0.2	-1	nt
CN1CCCCN2[C@H](CO)[C@H](c3ccc(-c4ccc(F)cc4)cc3)[C@H]2C1	0.0	2	2	12	nt	-2.0	nt	6
O=C(OC[C@@H]1[C@H]2c3ccccc3OC1(CO)N=C1SCCCN12)c1ccccc1	nt	nt	nt	-5	-3	1.7	0	3
CO[C@@H]1CN(C)C(=O)c2ccc(NC(=O)c3ccc(F)cc3)cc2OC[C@@H](C)N(C)C[C@@H]1C	0.4	-4	6	-16	7	-2.0	1	0
C[C@@H]1CN([C@H](C)CO)C(=O)c2cccc(NC(=O)Nc3ccc(C(F)(F)F)cc3)c2O[C@@H]1CN(C)C(=O)Nc1ccc2c(c1)OCO2	-0.3	-23	-4	5	nt	3.5	nt	1
COCc1cn(CC[C@@H]2CC[C@H](NC(=O)c3ccncc3)[C@@H](CO)O2)nn1	0.1	4	-5	-12	-1	-0.4	1	9
Cc1ccc(S(=O)(=O)Nc2nccs2)cc1[N+](=O)[O-]	0.2	13	nt	-4	-22	-3.0	11	nt
C[C@@]12C(=O)N(CC3CCCO3)CC(=O)N1[C@H]1c3cc(Cl)ccc3OC[C@@H]1[C@@H]2c1ccccc1 (stereo partly specified)	-0.1	-42	-4	1	-1	1.7	3	0
CC(NC(=O)CCCCCCN1C(=O)c2ccccc2C1=O)c1ccc2c(c1)CCCC2 (stereo unspecified)	0.2	-36	-3	-7	-11	nt	-3	nt
CSc1ccc(NC(=O)Nc2cccn(Cc3ccccc3F)c2=O)cc1	0.0	8	nt	0	-18	6.7	-4	nt
O=c1[nH]c(C2CCN(S(=O)(=O)c3ccc(C(F)(F)F)cc3)CC2)nc2c1nnn2Cc1ccccc1	0.1	-28	0	3	-9	0.1	3	16
COc1ccc(NC(=O)N(C)C[C@@H]2Oc3c(NS(=O)(=O)c4ccccc4)cccc3C(=O)N([C@H](C)CO)C[C@@H]2C)cc1	-0.1	-17	0	nt	nt	-3.6	nt	nt
Cn1c(N)c(C(=O)CSc2n[nH]c(N)n2)c(=O)n(C)c1=O	-0.1	1	nt	-2	-1	-3.5	1	nt
CN(C)C(CNC(=O)c1cccs1)c1ccco1 (stereo unspecified)	-0.1	11	4	-1	-2	0.7	-5	-2
O=C(CSc1nc(=O)n2cc(Cl)ccc2n1)Nc1cccc2ccccc12	0.0	2	nt	7	-61	1.7	0	3
C=C(C)c1cccc(C(C)(C)NC(=O)NC2CCN(Cc3ccccc3)CC2)c1	0.0	-38	-1	0	-24	1.1	-7	-1
O=C(N/N=C\c1cc(Br)ccc1O)c1ccc(S(=O)(=O)N2CCCCC2)cc1	-0.1	-2	nt	-6	-13	17*	1	nt
Cc1nc2ccccc2c(=O)n1NC(=O)Cc1ccc([N+](=O)[O-])cc1	0.0	-8	nt	-6	-12	-2.2	-3	nt
COc1ccc(N2C(=O)c3ccccc3NC2c2cccnc2)cc1 (stereo unspecified)	0.0	9	nt	-3	-16	2.7	-1	nt
CN(CC(=O)Nc1ccc(F)cc1)C(=O)CSc1nncs1	-0.2	-7	2	-11	-5	-2.4	6	0
O=C(COC(=O)CSc1ccc(F)cc1)NNC(=O)c1ccc([N+](=O)[O-])cc1	0.0	-16	-10	0	-4	-3.1	1	7
N/C(=N\OC(=O)c1ccc(OCC(F)(F)F)nc1)c1ccc(Cl)cc1	0.4	-9	nt	-8	5	0.5	-3	-3
CCOc1ccc(NC(=O)NC(=O)N(C)S(=O)(=O)c2ccc(C)cc2)cc1	0.4	5	-5	nt	-4	nt	2	-2
C[C@H](CO)N1C[C@H](C)[C@H](CN(C)C(=O)C2CCCCC2)Oc2cc(C3=CCCC3)ccc2S1(=O)=O	-1.0	-9	-5	-3	9	1.5	3	-3
COc1ccccc1C(=O)Nc1ccc(C(=O)N2CCCCC2)cc1	-0.1	-5	nt	6	-9	1.3	3	3
CCNC(=S)N(Cc1ccco1)Cc1cc2cc(OCC)ccc2[nH]c1=O	0.4	-11	nt	5	-7	0.6	0	nt
Fc1cccc(-c2cc3nc4c(c(NCc5ccco5)n3n2)CCCC4)c1	nt	18	8	0	-30	2.5	-2	-12
Cn1c(C(=O)NCC2CCCO2)cc2c(=O)n(C)c3ccccc3c21 (stereo unspecified)	0.2	-2	-5	nt	-13	-0.9	5	4
Nc1nc(C23CC4CC(CC(Cl)(C4)C2)C3)cs1	0.2	0	8	5	-11	0.4	nt	-2
